Screening data: PubChem BioAssay, National Center for Advancing Translational Sciences (NCATS)
Eya2 inh: inhibitors of human Eya2 phosphatase activity; 330,000 tested, 0.006% active; recombinant Eya2, OMFP fluorescence dephosphorylation (OMFP is methylfluorescein phosphate); O00167; Potency, µM (titrated, usually from 76.9 µM), for inactives: at the highest dose activity, negative = inhibition, hits mostly inhibitors; note: potency is the fitted concentration of half-maximal effect; % is set by controls: 0 for no effect and ±100 for the full control effect
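Eya2 (0.2 uM) preincubated 10 min at ambient with compound, then OMFP substrate added at 50 uM; 10 min reaction in 50 mM HEPES pH 7.5, 50 mM NaCl, 5 uM MgCl2, 0.05% BSA, 1 mM DTT. Fluorescence read at Ex 485/Em 525 nm.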
S-ASM inh: blocks human secretory acid sphingomyelinase | placental ASM, HMU-PC fluorogenic substrate, 60 min | Potency, µM (series often up to 57.5 µM), inactives show at the highest dose activity change, negative = inhibition, actives largely listed as inhibitors | 340,000 tested, 0.006% active | AID 504937; note: potency is the fitted concentration of half-maximal effect
Target sequence (P17405 47-631 limits assumed): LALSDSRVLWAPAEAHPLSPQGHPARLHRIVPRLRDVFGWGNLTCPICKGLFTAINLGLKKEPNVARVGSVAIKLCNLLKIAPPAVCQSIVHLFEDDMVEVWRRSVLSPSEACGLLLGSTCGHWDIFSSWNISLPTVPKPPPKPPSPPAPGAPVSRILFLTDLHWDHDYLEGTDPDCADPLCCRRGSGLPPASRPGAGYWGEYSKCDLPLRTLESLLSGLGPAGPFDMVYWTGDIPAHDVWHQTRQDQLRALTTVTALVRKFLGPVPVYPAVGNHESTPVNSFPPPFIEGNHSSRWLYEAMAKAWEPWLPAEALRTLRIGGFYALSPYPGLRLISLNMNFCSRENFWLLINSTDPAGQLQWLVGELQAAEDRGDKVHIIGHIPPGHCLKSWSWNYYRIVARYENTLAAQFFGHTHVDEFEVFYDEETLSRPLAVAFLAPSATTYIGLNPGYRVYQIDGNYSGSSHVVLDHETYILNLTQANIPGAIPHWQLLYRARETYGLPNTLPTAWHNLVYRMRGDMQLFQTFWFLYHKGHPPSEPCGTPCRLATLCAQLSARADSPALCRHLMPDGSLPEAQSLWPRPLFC
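HMU-PC0 cleavage (9 uM final) by human placental ASM, 60 min at 37 °C following 10 min compound exposure at RT; stopped at pH 10, fluorescence Ex 386/Em 447 nm.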
USP2a block: inhibitors of human ubiquitin-specific protease USP2a; 330,000 tested, 0.01% active; AID 463254; USP2 core, Ub-CHOP2 coupled fluorogenic reporter, 485/531; Potency, µM (series often up to 38.3 µM), without a hit: top-dose activity change, negative = inhibition, hits mostly inhibitors;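 note: potency is the fitted concentration of half-maximal effect; plate controls were DMSO wells for no effect and full inhibition by NEM control for full effect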
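Deubiquitinase activity read as fluorescence (485/531 nm) after Ub-CHOP2 cleavage activates the enterokinase reporter on its substrate; USP2 core 10nM, Ub-CHOP2 and substrate 25nM each, 30min compound preincubation then 60min RT; data normalized to NEM, curves fitted.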
uPA generation: inhibitors of cell surface uPA generation | cell surface uPA generation assay, qHTS | Potency, µM (highest dose often 38.3 µM), inactives show at the highest dose activity change, negative = inhibition, usual class: inhibitors | 330,000 tested, 0.31% active | AID 540303; active = well fitted inhibition curve with a large enough effect; inconclusive = small, poorly fitted or top-dose-only effect; inactive = no such curve, though single readings can be large or run the other way; tested in mouse RAW 264.7 cells; note: potency is the fitted concentration of half-maximal effect; % is set by controls: 0 for no effect and ±100 for the full control effect; nearly all actives have a fitted effect of over 55% in size
BRCA1 expr act: BRCA1 expression activation | Potency, µM (highest dose often 46.1 µM), without a hit: at the highest dose activation, most hits filed as activators | 380,000 tested, 1.1% active | MCF7-BRCA1-FFLuc reporter, luminescence, 48 h; response scale: scaled: vehicle 0%, 10 µM genistein 100%; note: potency is the fitted concentration of half-maximal effect; nearly all actives have a fitted effect of over 80% in size; some results filed as inactive show a strong effect at the top dose
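Activators of BRCA1 expression were detected as increased firefly luciferase luminescence in engineered MCF7 cells after 48 h compound incubation. Signals were scaled to genistein 10 microM as full activation.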
Integrin act MD: activates integrin-mediated alleviation for muscular dystrophy. alpha7betagal myoblasts, beta-gal FDG fluorescence, 48 h. Potency, µM (highest dose often 38.3 µM), without a hit: at the highest dose activation, hits mostly activators. 350,000 tested, 0.064% active. AID 624291;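 note: potency is the fitted concentration of half-maximal effect; 100% = response of the positive control SU9516; nearly all actives have a fitted effect of over 60% in size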
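alpha7betagal+/- myoblasts (passage 13, 250/well) treated 48 h at 37C with compounds at 1:260 dilution of DMSO stock. Lysed, then beta-galactosidase activity read as FDG fluorescence (ex 480/em 540) after 30 min, with pre-read for autofluorescence.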
B2AR arrestin: beta2AR (human) beta-arrestin recruitment activity | P07550 | beta-arrestin recruitment to beta2AR, cell-based reporter | Potency, µM (doses to about 46.1 µM), for the others: top-dose activation, usual class: activators | 330,000 tested, 0.02% active | AID 492947;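 note: potency is the fitted concentration of half-maximal effect; 0% = DMSO controls and full agonism = EC100 isoproterenol or metaproterenol; nearly all actives have a fitted effect of over 65% in size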
ELG1 genotoxic: inducers of genotoxicity in HEK293T ELG1-luciferase cells; HEK293T ELG1-luciferase reporter, luminescence, 16 h; Potency, µM (titrated, usually from 46 µM), without a hit: at the highest dose activity change, positive = activation, hits mostly activators; 330,000 tested, 1.3% active; AID 504466; note: potency is the fitted concentration of half-maximal effect; % of control where 0% means no effect; nearly all actives have a fitted effect of over 60% in size
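Luminescence read-out: rising ELG1-luciferase signal, reflecting elevated ELG1 protein under genetic stress, flags genotoxic compounds. Cells were treated for 16 hr at 37 °C before ONE-Glo detection.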
PTAP TSG101 blk: blocks PTAP/TSG101 interaction to inhibit HIV-1 budding; Q99816; Fluorescence polarization, FITC-PTAP peptide / Tsg101 binding; Potency, µM (top dose mostly 115 µM), without a hit: top-dose activity change, negative = inhibition, actives largely listed as inhibitors; 340,000 tested, under 10 active; AID 493005; active = well fitted inhibition curve with a large enough effect in the main read-out, with a control signal flat, not every such curve was filed as active; inconclusive = small, poorly fitted or top-dose-only effect, or effect the other way, or a change in a side signal; inactive = no such curve, though single readings can be large or run the other way; note: potency is the fitted concentration of half-maximal effect; % of control where 0% means no effect
Target sequence (Q99816 whole entry, looked up): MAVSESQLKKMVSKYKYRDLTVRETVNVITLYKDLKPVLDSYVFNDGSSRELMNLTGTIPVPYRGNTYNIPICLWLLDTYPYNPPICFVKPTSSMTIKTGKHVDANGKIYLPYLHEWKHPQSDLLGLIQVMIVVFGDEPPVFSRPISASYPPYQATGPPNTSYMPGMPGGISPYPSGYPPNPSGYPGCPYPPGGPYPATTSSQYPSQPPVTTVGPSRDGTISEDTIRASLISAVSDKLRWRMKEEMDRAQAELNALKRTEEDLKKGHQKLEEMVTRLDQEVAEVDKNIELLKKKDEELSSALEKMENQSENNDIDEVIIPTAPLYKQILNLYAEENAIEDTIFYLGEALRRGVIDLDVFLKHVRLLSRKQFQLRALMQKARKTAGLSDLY
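Fluorescence anisotropy tracks displacement of a FITC-tagged PTAP peptide (50 nM) from the Tsg101 binding domain (10 uM), following a 20 min room-temperature incubation at pH 7.5.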
p53 reactivation: restores transcriptional activity of mutant p53; H1299 p53-A138V BP100-luciferase reporter, luminescence, 24 h; Potency, µM (doses to about 92.2 µM), for the others: at the top dose activity change, positive = activation, hits mostly activators; 320,000 tested, 0.063% active; note: potency is the fitted concentration of half-maximal effect; % of control where 0% means no effect; nearly all actives have a fitted effect of over 45% in size
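H1299 (p53-null), stable ts p53-A138V + BP100-Luc; 1000 cells/well, Opti-MEM/10% FBS; cpd 4 pt, 1:5; 24 h, 37 deg C, 5% CO2; detection reagent 10 min RT; luminescence.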
TRPV1 agonist: activates the human vanilloid receptor TRPV1; Q8NER1; TRPV1-expressing cells, Fluo-8 calcium influx, agonist mode; activation, % at 8.33 µM; 320,000 tested, 0.19% active; AID 540275; in the data active = activation above about 80%; inconclusive = between about 30% and that limit; note: 0% is about no effect
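Cells expressing TRPV1 were dye-loaded with Fluo-8 and read kinetically: 10 s baseline, 3 min after compound (agonist portion), then 2 min after EC20 capsaicin (allosteric enhancer portion). Calcium-bound dye fluorescence at 480/520 nm.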
Active calls of the source: *; ? = inconclusive; · = not tested or not shown; & = joins results of further samples; [ ] = dose if it differs, or a comment. Unless noted, calls come from the whole dose curve; as a rule, active = well fitted curve in the direction sought with a large enough effect; inconclusive = small, poorly fitted or top-dose-only effect, or another doubt; inactive = no such curve, though single readings can be large; an effect the other way counts as inactive or inconclusive.

SMILES	Eya2 inh	S-ASM inh	USP2a block	uPA generation	BRCA1 expr act	Integrin act MD	B2AR arrestin	ELG1 genotoxic	PTAP TSG101 blk	p53 reactivation	TRPV1 agonist
CCOc1ccc2oc(=O)cc(CN3CCN(C(=O)c4ccco4)CC3)c2c1	-9%	6%	-1%	1%	-6%	27%	-1.1%	-4%	-1%	-3%	4
CCC1(CC)SC(N)=NC1=O	·	1%	·	4%	-4%	0%	·	·	-9%	·	·
O=C(O)Cc1csc(-c2ccccc2)n1	-12%	2%	3%	-1%	19%	0%	0.3%	5%	0%	-9%	-2
CCOC(=O)c1c(C)c(C(=O)NCc2cccnc2)c(C)n1CC	-6%	3%	-2%	·	-4%	-23%[7.66 µM]	0.0%	2%	-4%	7%	11
CCN(CC)CCN(C(=O)/C=C/c1cccs1)c1nc2ccc(OC)cc2s1	·	-2%	·	-2%	-15%	3%	·	·	2%	·	·
C=CS(=O)(=O)c1ccc(Oc2ccc(S(=O)(=O)C=C)cc2)cc1	6%	2%	-1%	70%[activator]	-100%[inhibitor]	-61%[inhibitor]	?	-15%	4%	-21%	-8
CSCCC(NC(=O)c1ccco1)C(=O)N1CC=C(c2ccccc2)CC1 (configuration not stated)	13%	4%	3%	14%	-20%	0%	0.2%	-9%	·	5%	5
CCN1C[C@@H]2[C@@H]3C(=O)N(Cc4ccccc4)C(=O)[C@@H]3[C@](C)(C1=O)N2C(=O)c1ccc(Br)cc1	·	0%	·	3%	-2%	5%	·	·	0%	·	·
O=c1cc(-c2ccccc2)[nH]c2ccccc12	-2%	0%	2%	-13%	-82%	-15%	-0.3%	0%	-2%	24%	1
CC1CCN(S(=O)(=O)c2ccc(C(=O)N3CCOCC3)cc2)CC1	-2%	-1%	-1%	-3%	0%	-3%	-0.3%	0%	0%	-3%	0
CCOc1cccc(/C=C(/C#N)c2nc3ccccc3[nH]2)c1OCC(=O)O	9%	9%	-2%	-18%	-10%	-8%	5.0%	0%	-4%	12%	0
O=C(N/N=C/c1ccc(O)c([N+](=O)[O-])c1)c1ccncc1	-4%	3%	0%	-6%	3%	?	-1.1%	-5%	2%	-2%	1
Cc1ccc(/C=C/C(=O)O)cc1S(=O)(=O)N(CCO)CCO	11%	5%	2%	0%	3%	7%	-1.2%	-1%	0%	3%	-11
CC(C)Cn1c(N)c(C(=O)CSc2ncn[nH]2)c(=O)n(C)c1=O	·	5%	·	2%	25%	-8%	·	·	-4%	·	·
Cc1oc(-c2cccc(Cl)c2)nc1CS(=O)(=O)CC(=O)NCCN1CCOCC1	15%	0%	2%	0%	-16%	-8%	0.1%	-9%	-4%	3%	4
O=[N+]([O-])c1cccc(CN2CCCCCC2)c1	6%	0%	0%	1%	2%	30%	-4.7%	-3%	-4%	·	-18
O=C(NC(Cc1ccccc1)C(=O)O)/C(=C/c1ccc(Br)cc1)NC(=O)c1ccc(Br)o1 (configuration not stated)	5%	8%	-2%	0%	2%	0%	-0.1%	9%	-11%	4%	2
Cc1cccc(CCNC(=O)CCc2nnc(CCc3ccccc3)o2)n1	-3%	2%	3%	-6%	29%	22%	0.2%	6%	-3%	4%	-1
Cc1sc2cc3c(c(C(=O)c4ccccc4)[n+]2c1C)-c1cccc2cccc-3c12	-24%	·	0%	-20%	-74%	0%	0.3%	-4%	-1%	-17%	0
COc1cccc2cc(C(C)N(CCCN3CCOCC3)C(=S)Nc3c(C)cccc3C)oc12 (configuration not stated)	-25%	-1%	-2%	-6%	-18%	0%	-0.1%	12%	3%	7%	-2
O=C1CC(c2cc3c(cc2Br)OCO3)C2=C(CCCC2=O)N1 (configuration not stated)	11%	3%	1%	0%	-8%	23%	-0.7%	3%	-7%	-1%	-1
O=C1CCc2cc(S(=O)(=O)N3CCN(c4ccccc4F)CC3)ccc2N1	-1%	-1%	-1%	-9%	-44%	-33%	-0.1%	0%	-11%	-2%	17
CCOc1ccc(C(=O)NCC(=O)NCC(c2ccccc2OC)N2CCCC2)cc1 (configuration not stated)	9%	5%	0%	4%	-8%	5%	0.3%	1%	0%	-1%	-2
CCCCCCCC(=O)OCC(O)CO (configuration not stated)	-1%	-1%	1%	14%	13%	·	0.1%	1%	0%	2%	8
NCc1ccc(S(N)(=O)=O)cc1	0%&-3%	5%&2%	2%&2%	-24%&-5%	5%&5%	·	-0.1%&-0.9%	-1%&2%	0%&-3%	10%&1%	0
COc1ccc(OC)c(N=Nc2c(O)c3ccccc3[nH]c2=O)c1	·	-16%	·	-2%	-62%	-38%	·	·	0%	·	·
O=C(NNC(=O)c1ccccc1-n1cccc1)c1ccc(F)cc1	-15%	2%	4%	3%	-31%	39%	0.0%	10%	-2%	-5%	2
CC(=O)c1ccc(NC(=O)Nc2cccc3ccccc23)cc1	-7%	-1%	4%	-7%	4µM*	25%	0.0%	?	-3%	13%	1
O=Cc1cc(N=Nc2cccc(C(=O)O)c2)ccc1O	23%	-6%	-5%	-1%	70%	-14%	-0.4%	-2%	-4%	25%	3
COc1ccc(C(=O)NC(=S)N2CCC(C)CC2)cc1Br	0%	0%	0%	-11%	17%	-26%	0.6%	5%	-2%	2%	?
COc1cc(/C=C/C(=O)OCC(=O)Nc2sc3c(c2C#N)CCC(C)C3)ccc1OCC#N (configuration not stated)	3%	-8%	9%	1%	29%	-18%	0.1%	11%	-2%	13%	0
Cc1nn(C)c(C)c1CN(C)C(=O)c1cc2nc(-c3ccco3)cc(C(F)(F)F)n2n1	5%	115%[activator]	2%	-3%	-9%	0%	-0.4%	-4%	0%	-11%	-3
CN(C)c1nc(NCc2ccccc2)nc(SCC(=O)Nc2ccc(Cl)c(Cl)c2)n1	1%	-23%	-4%	·	-66%	-25%	-0.6%	-5%	-2%	6%	0
COc1ccc(CNCC(O)COc2ccc(C)cc2[N+](=O)[O-])cc1 (configuration not stated)	-1%	-5%	1%	-4%	1%	-17%	-0.5%	-2%	0%	0%	9
CC(NC(=O)CSc1nc2ccccc2c(=O)n1CCCO)c1ccccc1 (configuration not stated)	5%	3%	0%	3%	4%	11%	-0.1%	4%	-6%	17%	3
O=[N+]([O-])c1ccc(NC(=S)N/C(=N/CS(=O)(=O)c2ccccc2)c2ccccc2)cc1	-2%	-6%	-1%	-6%	?	-2%	0.2%	?	-3%	2%	-4
C[C@@]12C(=O)Nc3ccc(Cl)cc3C(=O)N1[C@H]1c3cc(Br)ccc3OC[C@@H]1[C@@H]2c1ccccc1	6%	-24%	1%	-8%	-51%	-3%	0.4%	0%	-2%	-1%	·
O=C(CC1NCCN(Cc2ccccc2)C1=O)Nc1ccc(Cl)cc1 (configuration not stated)	-8%	-2%	0%	0%	0%	?	0.5%	0%	-4%	-3%	24
CC(=O)N1N=C(c2ccco2)CC1c1ccc(Cl)o1 (configuration not stated)	11%	1%	-2%	7%	9%	-24%	0.5%	-1%[9.26 µM]	-2%	1%	6

Five compounds out of the list above, ordered by the value under BRCA1 expr act, lowest first:
SMILES,Eya2 inh,S-ASM inh,uPA generation,BRCA1 expr act,Integrin act MD,B2AR arrestin,PTAP TSG101 blk,p53 reactivation,TRPV1 agonist
C[C@@]12C(=O)Nc3ccc(Cl)cc3C(=O)N1[C@H]1c3cc(Br)ccc3OC[C@@H]1[C@@H]2c1ccccc1,6%,-24%,-8%,-51%,-3%,0.4%,-2%,-1%,·
CCOc1ccc(C(=O)NCC(=O)NCC(c2ccccc2OC)N2CCCC2)cc1 (configuration not stated),9%,5%,4%,-8%,5%,0.3%,0%,-1%,-2
CCOc1ccc2oc(=O)cc(CN3CCN(C(=O)c4ccco4)CC3)c2c1,-9%,6%,1%,-6%,27%,-1.1%,-1%,-3%,4
CC1CCN(S(=O)(=O)c2ccc(C(=O)N3CCOCC3)cc2)CC1,-2%,-1%,-3%,0%,-3%,-0.3%,0%,-3%,0
Cc1cccc(CCNC(=O)CCc2nnc(CCc3ccccc3)o2)n1,-3%,2%,-6%,29%,22%,0.2%,-3%,4%,-1

Three entries picked at random from those above, as already listed:
SMILES	Eya2 inh	S-ASM inh	USP2a block	uPA generation	BRCA1 expr act	Integrin act MD	B2AR arrestin	ELG1 genotoxic	PTAP TSG101 blk	p53 reactivation	TRPV1 agonist
CC(=O)N1N=C(c2ccco2)CC1c1ccc(Cl)o1 (configuration not stated)	11%	1%	-2%	7%	9%	-24%	0.5%	-1%[9.26 µM]	-2%	1%	6
CCN(CC)CCN(C(=O)/C=C/c1cccs1)c1nc2ccc(OC)cc2s1	·	-2%	·	-2%	-15%	3%	·	·	2%	·	·
CCN1C[C@@H]2[C@@H]3C(=O)N(Cc4ccccc4)C(=O)[C@@H]3[C@](C)(C1=O)N2C(=O)c1ccc(Br)cc1	·	0%	·	3%	-2%	5%	·	·	0%	·	·
